# Compound activity as filed in PubChem BioAssay.
# rCAG binder: binders of r(CAG) RNA repeats, primary screen, biochemical, fluorescence. r(CAG) RNA repeat, TO-PRO-1 dye displacement fluorescence. inhibition, % at 3 µM. 370,000 compounds, 1.3% hits. AID 651821, 2012;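 active = inhibition above the plate cutoff, the mean of all test compounds on that plate plus 3 SD, cut at about 35% in these data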;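 also: 0% = DMSO alone and 100% = 100 µM mitoxantrone as full dye displacement; higher means more dye released from RNA so lower well fluorescence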
# ARFGAP1 inh: inhibitors of rat ARFGAP1 GAP activity, primary screen, biochemical, fluorescence polarization, GDP tracer; AID 651572, 2012; Arfgap1-stimulated ARF1 GTP hydrolysis, GDP FP detection; inhibition, % at 16.5 µM; 360,000 compounds, 0.26% hits; ADP-ribosylation factor GTPase-activating protein 1 (Rattus norvegicus), Q62848;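 active = inhibition above a per-plate limit, mean inhibition of low control wells plus 3 SD, cut at about 25% in these data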;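 also: 0% = DMSO wells with enzyme and 100% = wells lacking Arfgap1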
# Target sequence (Q62848 1-136 limits assumed): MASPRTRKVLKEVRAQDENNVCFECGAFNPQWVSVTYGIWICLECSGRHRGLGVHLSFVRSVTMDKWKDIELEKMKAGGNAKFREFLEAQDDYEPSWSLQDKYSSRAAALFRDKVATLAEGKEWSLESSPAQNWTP
#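 Material: rat Arfgap1 GAP domain (His6, aa 1-136), purified enzyme. Also added: human ARF1(Δ1-17)-GTP substrate. Compound dosing: 16.5 µM single point, 1.26% DMSO. Timing: enzyme reaction 120 min at 25 °C after 20 min preincubation. Signal: GDP detection by fluorescence polarization. Read-out basis: percent inhibition of GAP-stimulated GDP formation, scaled between DMSO and no-Arfgap1 medians.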
# GAA850 FXN act: FXN promoter activators, primary screen, cell-based, luciferase luminescence, HEK293 lucGAA850; HEK293 lucGAA850 FXN promoter luciferase reporter, 24 h; percent of 10 µM SAHA response; 360,000 compounds, 0.56% hits; activation, % at 6 µM;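 active = activation above the average of all compounds screened plus 3 SD, cutoff fixed separately per campaign, cut at about 7.5% in these data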;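 also: 0% = DMSO wells and 100% = 10 µM SAHA wells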
# NPR2 activator: human GC-B receptor activators, primary screen, HEK293 GC-B cells, cGMP TR-FRET, EC30 CNP; Atrial natriuretic peptide receptor 2 (Homo sapiens), P20594; 0% at EC30 CNP, 100% saturating CNP; activation, % at 10 µM; 370,000 compounds, 0.11% hits;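 active = activation at 10 µM reaching about 35% in either raw or pattern-adjusted values, limit read from the data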
# ASAP1 inh: inhibitors of human ASAP1 ArfGAP activity, primary screen, biochemical, fluorescence polarization | Arf-GAP with SH3 domain, ANK repeat and PH domain-containing protein 1 (Homo sapiens), … | ASAP1-stimulated ARF1 GTP hydrolysis, GDP FP detection | inhibition, % at 16.5 µM | 360,000 compounds, 0.19% hits | AID 624377, 2012; in the data active = inhibition above about 25%;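 also: 0% = vehicle with enzyme and substrate and 100% = no enzyme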
# ADAM10 inh: human ADAM10 inhibitors, primary screen, biochemical, QFRET, HTS; recombinant ADAM10, EDANS/DABCYL FRET peptide cleavage, 3 h; inhibition, % at 7 µM; 370,000 compounds, 0.62% hits; AID 720582, 2013;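 active = inhibition above a per-campaign cutoff equal to the mean of compounds falling between control-based bounds plus 3 SD, cut at about 20% in these data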;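 also: 0% = DMSO wells while the 100% control is not disclosed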
# DDE Tn6 FP inh: inhibitors of Tn6 peptide binding to fibrin DD(E), primary screen, biochemical, fluorescence polarization, human fibrin, Tn6 probe; 370,000 compounds, 0.21% hits; Fibrinogen beta chain (Homo sapiens), P02675; AID 720509, 2013; inhibition, % at 8.3 µM; Fibrin DD(E) TRITC-Tn6 fluorescence polarization displacement;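 active = inhibition above a per-campaign cutoff: mean of compounds within control limits plus 3 SD, cut at about 15% in these data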;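 also: 0% = median of all compound wells on the plate and 100% = blocking peptide control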
# GC-A act: GC-A stimulated cGMP production enhancers – HEK293 GC-A cells, cGMP TR-FRET, EC30 ANP, primary screen; Atrial natriuretic peptide receptor 1 (Homo sapiens), P16066; 0% at EC30 ANP, 100% saturating ANP; activation, % at 10 µM; 370,000 compounds, 0.14% hits; in the data active = activation above about 40%
# KLK7 zymogen act: proKLK7 zymogen activators, primary screen, biochemical, fluorescence intensity; 370,000 compounds, 0.9% hits; Kallikrein-7 (Homo sapiens), P49862; activation, % at 7 µM; purified proKLK7, EDANS-DABCYL substrate fluorescence; 100% is mature enzyme control, 0% vehicle;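 active = activation above the mean of all tested compounds plus 3 SD, computed per campaign excluding outliers beyond control limits, cut at about 13% in these data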
# Target sequence (P49862 whole entry, looked up): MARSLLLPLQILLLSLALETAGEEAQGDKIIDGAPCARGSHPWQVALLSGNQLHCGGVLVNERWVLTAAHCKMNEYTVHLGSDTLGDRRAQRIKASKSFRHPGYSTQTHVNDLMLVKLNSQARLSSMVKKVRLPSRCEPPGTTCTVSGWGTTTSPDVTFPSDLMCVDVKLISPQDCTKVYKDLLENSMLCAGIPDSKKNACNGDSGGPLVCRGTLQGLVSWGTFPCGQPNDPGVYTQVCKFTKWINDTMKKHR
# sPLA2-III inh: human group III sPLA2 inhibitors, primary screen, biochemical, QFRET, BODIPY PC-A2 liposome substrate; AID 743126, 2013; 370,000 compounds, 0.56% hits; Group 3 secretory phospholipase A2 (Homo sapiens), Q9NZ20; inhibition, % at 12.2 µM; QFRET BODIPY PC-A2 liposome hydrolysis, fluorescence;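 active = inhibition above mean plus 3 SD of compounds lying within the high and low control bounds, cut at about 19% in these data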;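 also: 0% = median of test compound wells and 100% = no enzyme DMSO wells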
# Target sequence (Q9NZ20 whole entry, looked up): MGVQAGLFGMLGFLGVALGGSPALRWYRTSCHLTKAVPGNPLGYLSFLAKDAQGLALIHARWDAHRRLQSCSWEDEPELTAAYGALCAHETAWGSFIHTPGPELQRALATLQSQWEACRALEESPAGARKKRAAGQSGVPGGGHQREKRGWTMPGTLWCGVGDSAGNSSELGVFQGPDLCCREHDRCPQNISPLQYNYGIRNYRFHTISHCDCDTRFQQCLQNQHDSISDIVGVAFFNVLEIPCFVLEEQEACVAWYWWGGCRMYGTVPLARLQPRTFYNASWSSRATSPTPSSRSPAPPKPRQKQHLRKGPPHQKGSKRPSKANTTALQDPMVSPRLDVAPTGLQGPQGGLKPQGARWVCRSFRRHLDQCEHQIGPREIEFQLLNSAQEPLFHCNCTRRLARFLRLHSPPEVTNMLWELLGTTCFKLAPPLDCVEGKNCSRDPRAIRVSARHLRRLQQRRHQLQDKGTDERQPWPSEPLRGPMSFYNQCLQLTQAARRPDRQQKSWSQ
# * hit, by the source's call; / = not tested or not shown.
SMILES,rCAG binder,ARFGAP1 inh,GAA850 FXN act,NPR2 activator,ASAP1 inh,ADAM10 inh,DDE Tn6 FP inh,GC-A act,KLK7 zymogen act,sPLA2-III inh
COc1ccc2c(c1)C(c1ccccc1)NC(=O)C2 (configuration not stated),0,17,1.9,-3,5,-2,2,0,-0.2,7
Cc1ccc(C(=O)c2ccccc2C(=O)O)c(O)c1,2,1,-0.4,-2,-6,0,-1,1,-0.4,0
Cc1cccc(OCC(=O)N(Cc2ccc(N(C)C)cc2)C2CCS(=O)(=O)C2)c1 (configuration not stated),-1,-4,0.7,1,2,-9,5,5,0.2,-2
COc1cc(NS(=O)(=O)c2ccc(NC(=S)NC(=O)c3ccco3)cc2)nc(OC)n1,21,-5,2.2,2,-4,3,7,2,-0.6,-5
COc1ccc(OC)c(NC(=O)C(=O)/C=C(\O)c2cc(OC)ccc2OC)c1,13,19,-1.4,-1,-1,6,3,-3,0.2,-4
Cc1ccc(NC(=O)COC(=O)c2ccc(F)cc2Cl)c(Br)c1,-5,-8,-0.4,-3,-5,2,-4,-4,-0.1,-5
COc1ccccc1OCCNC(=O)CCC(=O)N1CCOCC1,-3,-5,-0.6,1,1,-5,6,5,0.2,2
Cc1ccc(O)c(-n2nc3ccccc3n2)c1,3,0,9.2*,-2,15,-6,1,-1,-0.6,-1
C=CCc1ccccc1OCC(O)CNC(C)C (configuration not stated),2,-7,-0.8,-4,2,2,0,-5,-0.4,1
Cn1c(N)c(C(=O)COC(=O)C2(c3ccc(Cl)cc3)CCCC2)c(=O)n(C)c1=O,2,7,1.2,-6,-4,6,2,3,1.6,0
COc1ccc(OC)c(S(=O)(=O)N2CCCCC2C(=O)N2CCCN(C)CC2)c1 (configuration not stated),6,/,/,-2,/,4,-2,1,0.3,-2
COc1ccc(C(=O)OCCN2C(=O)c3ccccc3C2=O)cc1,-5,-6,1.1,-1,1,2,-1,2,-0.4,2
COc1ccccc1NC(=S)N1CCN(c2ccccn2)CC1,0,2,-0.1,-2,0,-8,-3,-3,-0.5,14
O=C(Cn1c(CC(=O)N2CCOCC2)nc2ccccc21)Nc1ccc2c(c1)OC(F)(F)O2,-1,4,-0.1,-4,8,8,6,-1,0.5,-20
CCCCN(C)C(=O)c1ccc(CS(=O)(=O)c2ccccc2C)o1,0,4,-0.7,-3,-1,-11,0,0,-0.1,12
Cc1cc(C)c(OCCn2ccnc2)c(C)c1,-5,1,-3.0,0,-5,-6,-1,6,-0.3,2
O=C(Nc1ccnn1C1CCN(C(=O)c2ccccc2C(F)(F)F)CC1)C1CC1,-6,-7,-2.5,3,14,-8,-9,3,-0.5,11
O=C(O)C1CCN(C(=O)c2ccccc2N2C(=O)[C@@H]3Cc4c([nH]c5ccccc45)C(c4cccc(Cl)c4)N3C2=O)CC1 (some centres not stated),38*,11,1.7,58*,8,-86,-2,53*,0.0,-16
COc1ccc(-c2csc(C(C)(NC(C)=O)c3ccccc3)n2)cc1 (configuration not stated),1,0,3.1,4,-8,-5,1,2,0.5,-7
Cc1csc(=O)n1CCC(=O)OCC(=O)N(CC(C)C)c1c(N)n(Cc2ccccc2)c(=O)[nH]c1=O,-2,8,0.4,7,5,-7,10,2,0.5,4
Cc1ccc(Nc2c3c(nc4ccccc24)CCC3)cc1,4,5,-0.8,-6,-1,4,3,20,0.3,-1
NC(=O)C1CCN(C(=O)CN(c2cccc(Cl)c2)S(=O)(=O)c2ccccc2)CC1,-5,4,-0.7,-6,-2,0,9,-3,-1.0,-4
Cc1cccc(NC(=O)c2cc(S(=O)(=O)NCc3ccco3)ccc2F)c1C,-1,-10,3.9,4,-12,-5,2,-4,0.0,-11
CN(C)S(=O)(=O)c1ccc(NC(=O)CSc2n[nH]c(=O)n2C2CC2)cc1,-2,2,-0.1,-2,11,-3,1,2,-0.4,0
COc1cccc(Cn2c(=O)c3[nH]cnc3n(-c3ccccc3C)c2=O)c1,-1,-5,3.9,3,4,8,-3,-2,-0.2,-7
# New compounds follow:
SMILES,rCAG binder,ARFGAP1 inh,GAA850 FXN act,NPR2 activator,ASAP1 inh,ADAM10 inh,DDE Tn6 FP inh,GC-A act,KLK7 zymogen act,sPLA2-III inh
COc1ccc(CN2CCN(CCCCOc3ccc(Cl)cc3)CC2)c(OC)c1OC,-8,-5,-2.0,-3,3,-10,-2,0,0.4,-19
CCOC(=O)c1ccccc1NC(=O)N1CCn2c(C)ccc2C1CC (configuration not stated),-4,2,1.7,-3,9,-68,-5,-3,0.4,-9
COc1ccc(NC(=O)C(=O)NCCC2CCCCN2S(=O)(=O)c2ccc(F)cc2)cc1 (configuration not stated),-1,28*,-4.6,-1,15,-6,5,-1,-0.4,1
CC1=NN(C(N)=S)C(=O)C1N=Nc1ccccc1C(=O)O (configuration not stated),6,-3,0.2,-3,9,11,1,-3,0.5,4
CCOC(=O)N1CCN(C(=O)C2CC(c3ccc(F)cc3)=NO2)CC1 (configuration not stated),-4,-1,-0.6,-5,-3,-5,-3,-1,-0.1,-7
NCCN1CCN(S(=O)(=O)c2ccc3c(c2)CCN3C(=O)C2CCC2)CC1,1,/,/,-1,/,-4,-1,5,0.3,2
CCOC(=O)N1CCC(NC(=O)c2cc(C(=O)NCC(OC)OC)ccc2CO)CC1,-5,-19,-1.4,-1,-1,3,3,0,-0.2,1
CC(C)(C)c1ccc(NC(=O)c2cc(C3CCCN(C(=O)CCc4ccccc4)C3)on2)cc1 (configuration not stated),4,7,1.0,4,-10,-1,-4,2,0.8,-9
O=C1C2C3CCC(C3)C2C(=O)N1c1ccc2ccccc2c1 (configuration not stated),-2,2,1.5,2,0,4,-4,3,-0.2,-5
COc1ccc(/C=N/NC(=O)c2ccc(=O)n(C)c2)cc1OC,5,15,1.9,-1,12,0,-6,-1,0.4,-2
C#CCOCCOCCOCCNc1nc(N2CCN(C(=O)[C@H](CCCCN)n3cc(CCC(=O)O)nn3)CC2)nc(N2CCN(C(=O)[C@H](CCCCN)n3cc(CC(C)O)nn3)CC2)n1 (some centres not stated),-6,6,-0.3,3,-2,1,8,0,0.7,0
CCOC(=O)c1c(C2COc3ccccc3O2)csc1NC(=O)c1ccccc1 (configuration not stated),1,3,0.1,-9,0,4,-4,-3,-0.1,-1
O=C1NC(=S)N/C1=C/c1cccn1-c1ccc([N+](=O)[O-])cc1,29,0,1.3,-3,-6,-3,-3,-5,1.2,3
COc1ccc(-n2cnnc2SCC(=O)Nc2ccccc2F)cc1,-3,6,-0.2,2,-10,-1,8,0,0.1,-3
CCOC(=O)N1CCN(S(=O)(=O)c2ccc(OC)c(C(=O)N3CCCCC3)c2)CC1,1,-2,2.2,-3,0,-9,-2,5,0.1,18
CC1(C)CC(NCc2ccncc2)CC(C)(C)N1,-1,21,2.2,-1,-2,-5,5,0,1.4,-4
COc1ccccc1N(C(=O)c1snc(C(N)=O)c1N)C(C(=O)NC1CCCC1)c1ccc2ncccc2c1 (configuration not stated),4,10,1.0,-27,-6,-319,-4,-14,-3.6,-3
COCCN1C(=O)N[C@@H](c2cccc(C(F)(F)F)c2)[C@H](C(=O)OC)[C@H]1C,-5,-1,0.7,-4,-8,1,-3,-3,0.0,1
CCCCn1c(SCC(=O)c2ccc(OC)cc2OC)nc2cc(S(N)(=O)=O)ccc21,18,4,2.0,-6,2,15,0,-4,-0.1,-19
CC(=O)NC(CC(=O)Nc1cccc(S(=O)(=O)N2CCCC2)c1)c1ccccc1 (configuration not stated),-1,4,0.3,3,-13,-12,6,-2,0.0,7
C/C(=N\NC(=O)c1ccccc1)c1ccc(N2CCOCC2)cc1,-2,10,5.5,3,7,-2,3,-4,-0.3,-1
O=C(Cc1ccc(Cl)cc1)N/N=C1\CCCc2ccccc21,-3,0,3.0,-2,9,10,12,5,0.9,-2
COc1ccc(N2CSC3=C(C#N)C(c4cccs4)CC(=O)N3C2)cc1 (configuration not stated),1,1,-1.3,3,-15,4,8,1,-0.1,9
O=C1c2ccccc2C(=O)N1CCn1nc(Cl)nc1Cl,-4,1,2.7,4,5,-9,-4,3,0.4,0

# Not a retest: entries from further up.
SMILES,rCAG binder,ARFGAP1 inh,GAA850 FXN act,NPR2 activator,ASAP1 inh,ADAM10 inh,DDE Tn6 FP inh,GC-A act,KLK7 zymogen act,sPLA2-III inh
COc1ccc(CN2CCN(CCCCOc3ccc(Cl)cc3)CC2)c(OC)c1OC,-8,-5,-2.0,-3,3,-10,-2,0,0.4,-19
CCOC(=O)c1ccccc1NC(=O)N1CCn2c(C)ccc2C1CC (configuration not stated),-4,2,1.7,-3,9,-68,-5,-3,0.4,-9
COc1ccc(NC(=O)C(=O)NCCC2CCCCN2S(=O)(=O)c2ccc(F)cc2)cc1 (configuration not stated),-1,28*,-4.6,-1,15,-6,5,-1,-0.4,1
CC1=NN(C(N)=S)C(=O)C1N=Nc1ccccc1C(=O)O (configuration not stated),6,-3,0.2,-3,9,11,1,-3,0.5,4
CCOC(=O)N1CCN(C(=O)C2CC(c3ccc(F)cc3)=NO2)CC1 (configuration not stated),-4,-1,-0.6,-5,-3,-5,-3,-1,-0.1,-7
NCCN1CCN(S(=O)(=O)c2ccc3c(c2)CCN3C(=O)C2CCC2)CC1,1,/,/,-1,/,-4,-1,5,0.3,2
CCOC(=O)N1CCC(NC(=O)c2cc(C(=O)NCC(OC)OC)ccc2CO)CC1,-5,-19,-1.4,-1,-1,3,3,0,-0.2,1
CC(C)(C)c1ccc(NC(=O)c2cc(C3CCCN(C(=O)CCc4ccccc4)C3)on2)cc1 (configuration not stated),4,7,1.0,4,-10,-1,-4,2,0.8,-9
O=C1C2C3CCC(C3)C2C(=O)N1c1ccc2ccccc2c1 (configuration not stated),-2,2,1.5,2,0,4,-4,3,-0.2,-5
